D1 ag: human D1 receptor agonism; activation, % at 2 µM; HEK293 T-REx D1 cells, calcium flux, agonist mode; actives 1% (n = 360,000); P21728; in the data active = activation above about 30%; also: 0% is about no effect
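Agonism was scored from calcium flux recorded over 180 s (1 read/s) after pintool compound addition, following a 10-cycle baseline. Cells were inducible force-coupled HEK293 TREx D1, plated overnight at 30 C and loaded with no-wash calcium dye.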
RXFP1 agonist: agonists of human relaxin receptor RXFP1 | Q9HBX9 | HEK293T-RXFP1 cAMP TR-FRET, 30 min; response scale: percent of porcine relaxin response, buffer zero | Potency, µM (top dose mostly 57.5 µM), for the others: top-dose activation, usual class: activators | actives 0.3% (n = 370,000); also: potency is read from the fitted curve at half-maximal effect; % is scaled to controls: 0 for no effect and ±100 for the full control effect; nearly all actives have a fitted effect of over 60% in size; many of its hits are not listed in these tables
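HEK293T cells stably expressing RXFP1 were pretreated with the PDE4 inhibitor Ro 20174, exposed to compounds for 30 min at 37C, lysed, and cAMP was read by TR-FRET. Data normalized to buffer (basal) and 29 nM porcine relaxin (100%).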
D2 potentiator: positive allosteric modulators of human D2 dopamine receptor | P14416 | HEK293 T-REx D2, calcium flux, EC20 dopamine potentiation | potentiation, % at 10 µM | actives 0.34% (n = 340,000) | AID 485347;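 active = potentiation over 3 SD above the plate norm, cut at about 30% in these data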; also: 0% is about no effect
Target sequence (P14416 whole entry, looked up): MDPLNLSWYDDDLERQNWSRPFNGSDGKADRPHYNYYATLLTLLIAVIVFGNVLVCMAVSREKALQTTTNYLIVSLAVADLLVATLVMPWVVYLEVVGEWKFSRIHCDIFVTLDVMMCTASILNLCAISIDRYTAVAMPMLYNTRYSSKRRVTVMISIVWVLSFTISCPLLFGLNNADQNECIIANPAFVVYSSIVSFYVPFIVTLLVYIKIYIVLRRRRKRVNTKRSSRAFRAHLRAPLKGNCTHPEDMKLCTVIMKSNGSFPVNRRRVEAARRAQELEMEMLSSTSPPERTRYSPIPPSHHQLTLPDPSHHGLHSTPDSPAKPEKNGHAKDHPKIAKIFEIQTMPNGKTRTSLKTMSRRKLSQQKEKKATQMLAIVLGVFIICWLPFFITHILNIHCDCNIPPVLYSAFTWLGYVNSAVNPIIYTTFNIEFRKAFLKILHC
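Calcium flux readout, no-wash dye, 1 read/s. Inducible HEK293 Trex D2 line, overnight 30 C. Compound alone 180 s (agonist flags), then EC20 dopamine, another 180 s to score potentiation.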
D1 PAM: potentiators of human D1 dopamine receptor | HEK293 TREx D1 cells, calcium flux, dopamine EC20 potentiation | potentiation, % at 10 µM | actives 0.036% (n = 360,000); in the data active = potentiation above about 30%; also: 0% is about no effect
D1 antag: blocks dopamine activation of the human D1 receptor; P21728; HEK293 TREx D1 cells, calcium flux, dopamine EC80; stronger effect = lower value; activity change, negative = inhibition, % at 10 µM; actives 3.2% (n = 360,000); in the data active = activity change below about -30%; also: % is scaled to controls: 0 for no effect and ±100 for the full control effect
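Compound effects on dopamine-evoked calcium signalling were measured in tetracycline-induced HEK293 Trex D1 cells. Dopamine at EC80 followed a 180 s compound pre-read, and fluorescence was tracked kinetically for 180 s more.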
TRHR agonist: activates the human TRH receptor; TRHR cells, calcium flux fluo-8, FDSS agonist mode; activation, % at 2 µM; actives 0.18% (n = 360,000); AID 493084; in the data active = activation above about 30%; also: 0% is about no effect
Target sequence (P34981 whole entry, looked up): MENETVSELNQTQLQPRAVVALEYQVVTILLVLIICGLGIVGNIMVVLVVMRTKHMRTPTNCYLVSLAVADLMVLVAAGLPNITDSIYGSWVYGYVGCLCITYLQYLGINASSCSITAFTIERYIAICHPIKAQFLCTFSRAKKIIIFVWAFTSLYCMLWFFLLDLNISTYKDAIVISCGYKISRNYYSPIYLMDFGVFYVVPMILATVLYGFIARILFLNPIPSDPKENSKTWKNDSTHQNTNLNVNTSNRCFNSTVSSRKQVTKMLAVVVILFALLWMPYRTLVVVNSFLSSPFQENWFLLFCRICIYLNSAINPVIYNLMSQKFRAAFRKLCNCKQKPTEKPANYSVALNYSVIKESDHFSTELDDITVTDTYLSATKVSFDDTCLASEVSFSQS
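Agonist-mode FDSS calcium read (Ex 480/Em 530, 1 s cycles) in 1536-well TRHR cells with fluo-8 dye, after 10-cycle baseline and 23 nL compound addition; TRH at EC20 (10 nM final) added afterwards for the enhancer phase.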
RXFP1 antagonist: blocks the human relaxin receptor RXFP1; HEK293-RXFP1, relaxin-stimulated cAMP HTRF, 30 min; stronger effect = lower value; activity change, negative = inhibition, % at 57.5 µM; actives 0.59% (n = 350,000); AID 1259400;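 active = activity change of -60% or lower, but not beyond a set lower limit; inconclusive = change between -60% and -40%, or beyond the set limit; inactive = change above -40%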; also: % is scaled to controls: 0 for no effect and ±100 for the full control effect
TRHR enhancer: TRH receptor (human) allosteric enhancement; P34981; TRHR cells, fluo-8 calcium fluorescence, EC20 TRH enhancement; enhancement, % at 2 µM; actives 0.66% (n = 360,000); AID 493056; in the data active = enhancement above about 30%; also: 0% is about no effect
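Enhancer read-out: after compound pinning and an initial kinetic agonist-mode read, an EC20 of TRH (10 nM final) was injected and fluo-8 calcium signal (Ex 480/Em 530) followed at 1 s/cycle for 100 cycles in TRHR-expressing cells.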
Anesthetic bind: candidate novel general anesthetic via apoferritin binding; actives 0.074% (n = 350,000); P02791; AID 485281; apoferritin/1-aminoanthracene competitive binding, fluorescence; Potency, µM (series often up to 77.5 µM), inactives show top-dose activity change, negative = displacement, usual class: inhibitors; also: potency is read from the fitted curve at half-maximal effect; % is scaled to controls: 0 for no effect and ±100 for the full control effect; nearly all actives have a fitted effect of over 20% in size
Target sequence (P02791 2-175 limits assumed): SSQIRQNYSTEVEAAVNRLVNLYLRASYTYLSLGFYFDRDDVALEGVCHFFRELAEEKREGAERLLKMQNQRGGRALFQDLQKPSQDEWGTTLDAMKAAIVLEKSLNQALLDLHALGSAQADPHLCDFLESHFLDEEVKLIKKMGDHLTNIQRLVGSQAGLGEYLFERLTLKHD
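Read-out: endpoint 1-AMA fluorescence, excitation 380 nm and emission 535 nm, after compounds sit 10 min at room temperature with 10 uM horse-spleen apoferritin in 50% saturated 1-AMA/PBS. Values come from four-parameter Hill fits.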
An asterisk follows results filed as active; [ ] = remark or other dose. Unless noted, calls follow the shape of the dose curve; as a rule, active = well fitted curve in the direction sought with a large enough effect; inconclusive = small, poorly fitted or top-dose-only effect, or another doubt; inactive = no such curve, though single readings can be large; an effect the other way counts as inactive or inconclusive. Not all compounds are listed. The share of hits here may be higher or lower than overall.

Start of the listing, in advance:
Screening COc1ccccc1NS(=O)(=O)c1cc(C(=O)NCc2ccco2)ccc1C returned D1 ag 0, RXFP1 agonist 0.0%, D2 potentiator 5, D1 PAM -5, D1 antag -7, TRHR agonist 0.1, RXFP1 antagonist -7, TRHR enhancer -2 and Anesthetic bind inconclusive.
For CCCN(CC(=O)Nc1ccccc1C)C(=O)C1CC(=O)N(c2cccc(C)c2C)C1 (stereo not drawn) the results were D1 ag 2, RXFP1 agonist 0.4%, D2 potentiator 8, D1 PAM 4, D1 antag 3, TRHR agonist 0.0, RXFP1 antagonist 1 and TRHR enhancer -2.

The listing, from the start:
Screening COc1ccccc1NS(=O)(=O)c1cc(C(=O)NCc2ccco2)ccc1C returned D1 ag 0, RXFP1 agonist 0.0%, D2 potentiator 5, D1 PAM -5, D1 antag -7, TRHR agonist 0.1, RXFP1 antagonist -7, TRHR enhancer -2 and Anesthetic bind inconclusive.
For CCCN(CC(=O)Nc1ccccc1C)C(=O)C1CC(=O)N(c2cccc(C)c2C)C1 (stereo not drawn) the results were D1 ag 2, RXFP1 agonist 0.4%, D2 potentiator 8, D1 PAM 4, D1 antag 3, TRHR agonist 0.0, RXFP1 antagonist 1 and TRHR enhancer -2.
For Cc1cc(NC(=O)CSCCO)no1 the results were D1 ag 1, RXFP1 agonist 1.8%, D2 potentiator -8, D1 PAM -8, D1 antag -16, TRHR agonist 0.9, RXFP1 antagonist -9, TRHR enhancer -2 and Anesthetic bind -9%.
`COc1ccc(CCNc2nc(-c3ccccc3OC)cc(C(F)(F)F)n2)cc1OC` gave D1 ag 13, RXFP1 agonist -0.3%, D1 PAM 0, D1 antag -19, TRHR agonist 2.1, TRHR enhancer -12 and Anesthetic bind 51%[activator].
COc1cccc(-c2cc(C(=O)Nc3ccc([N+](=O)[O-])cn3)c3ccccc3n2)c1 was read as D1 ag 4, RXFP1 agonist -1.4%, D1 PAM 1, D1 antag -5, TRHR agonist 0.4, RXFP1 antagonist -14, TRHR enhancer 6 and Anesthetic bind -2%.
C/C(=N\NC(=O)c1ccc([N+](=O)[O-])cc1)c1cccc([N+](=O)[O-])c1 was read as D1 ag 4, RXFP1 agonist 3.2%, D2 potentiator -18, D1 PAM -4, D1 antag 6, TRHR agonist -0.1, RXFP1 antagonist -3, TRHR enhancer -5 and Anesthetic bind -3%.
COc1nc(-c2ccc(C)cc2)ccc1-c1noc(-c2ccc(C(C)(C)C)cc2)n1 was read as D1 ag -1, RXFP1 agonist -0.6%, D2 potentiator -10, D1 PAM -4, D1 antag -8, TRHR agonist -0.4, RXFP1 antagonist -18, TRHR enhancer -11 and Anesthetic bind -6%.
`COc1ccc(C(=O)Nc2nc3c(s2)CCCC3)cc1Cl` gave D1 ag 0, RXFP1 agonist 1.4%, D2 potentiator -29, D1 PAM 1, D1 antag 3, TRHR agonist 0.2, RXFP1 antagonist -71*, TRHR enhancer 0 and Anesthetic bind -6%.
For CC(C)c1nnc(N2C(=O)c3oc4ccccc4c(=O)c3C2c2cccc(O)c2)s1 (stereo not drawn) the results were D1 ag 0, RXFP1 agonist 0.3%, D2 potentiator 10, D1 PAM -2, D1 antag 12, TRHR agonist -0.5, RXFP1 antagonist -5, TRHR enhancer 7 and Anesthetic bind -8%.
COc1ccc(C(=O)NCCS(=O)(=O)N(C)Cc2ccccc2)cc1 was read as D1 ag 2, RXFP1 agonist 0.1%, D2 potentiator 1, D1 PAM 2, D1 antag -1, TRHR agonist -0.8, RXFP1 antagonist -3 and TRHR enhancer -1.
For Cn1c(NCC2CCCO2)nc2c1c(=O)n(Cc1ccccc1)c(=O)n2C (stereo not drawn) the results were D1 ag 0, RXFP1 agonist 1.6%, D2 potentiator 9, D1 PAM -2, D1 antag 6, TRHR agonist 0.1, RXFP1 antagonist -6, TRHR enhancer 10 and Anesthetic bind -8%.
For C[C@@H]1NC(=O)c2cc([N+](=O)[O-])cc(I)c2OCC[C@@H](C(N)=O)NC(=O)[C@H](CCC(=O)O)NC1=O the results were D1 ag -2, RXFP1 agonist 1.9%, D2 potentiator -1, D1 PAM -3, D1 antag 6, TRHR agonist -0.3, TRHR enhancer -1 and Anesthetic bind -14%.
`COc1ccc(C(=O)NC2CCN(CC(=O)NCc3cccc(OC)c3)CC2)cc1` gave D1 ag 2, RXFP1 agonist 1.2%, D2 potentiator 12, D1 PAM -5, D1 antag 4, TRHR agonist -2.2, RXFP1 antagonist 5, TRHR enhancer 3 and Anesthetic bind 2%.
For CC(=O)NC(=S)NNC(=O)c1ccc(Br)cc1 the results were D1 ag 1, RXFP1 agonist 2.5%, D2 potentiator 8, D1 PAM 4, D1 antag 9, TRHR agonist -1.8, RXFP1 antagonist -6, TRHR enhancer 6 and Anesthetic bind -2%.
`Cc1ccc(C)c(NC(=O)N2CCN(C)c3ncccc32)c1` gave D1 ag 4, RXFP1 agonist -0.1%, D2 potentiator 5, D1 PAM 2, D1 antag -9, TRHR agonist 0.9, TRHR enhancer 0 and Anesthetic bind 3%.
COc1cccc(Cl)c1NC(=O)N1CCN(c2cc(C)nc3ccccc23)CC1 was read as D1 ag 0, RXFP1 agonist -2.2%, D2 potentiator -9, D1 PAM -11, D1 antag -16, TRHR agonist -1.3, RXFP1 antagonist -12, TRHR enhancer 0 and Anesthetic bind -5%.
`CCOc1ccc(CCNC(=O)COC(=O)c2cccs2)cc1OCC` gave D1 ag 2, RXFP1 agonist 1.0%, D1 PAM 0, D1 antag -15, TRHR agonist -0.5, RXFP1 antagonist -21, TRHR enhancer 4 and Anesthetic bind -8%.
Screening Cc1cccc(-c2noc(CCCC(=O)NCc3ccco3)n2)c1 returned D1 ag 13, RXFP1 agonist -1.0%, D2 potentiator -18, D1 PAM -1, D1 antag 1, TRHR agonist -1.2, RXFP1 antagonist 1, TRHR enhancer 2 and Anesthetic bind -6%.
Screening O=C(Nc1ccccc1)C1CCN(C(=O)c2ccccc2)CC1 returned D1 ag 3, RXFP1 agonist 0.7%, D2 potentiator -10, D1 PAM -4, D1 antag 5, TRHR agonist 0.0, RXFP1 antagonist -11, TRHR enhancer 4 and Anesthetic bind -8%.
`COC(=O)CN1C(c2ccc(Cl)cc2)=Nc2ccc(Cl)cc2C1c1ccccc1` (stereo not drawn) gave D1 ag 11, RXFP1 agonist 1.0%, D2 potentiator -16, D1 PAM -13, D1 antag -6, TRHR agonist 24, RXFP1 antagonist 16, TRHR enhancer -3 and Anesthetic bind 8%.
`CCOc1ccc(NC(=O)CSc2nnc(Cc3ccccc3)c(=O)n2N)cc1` gave D1 ag 1, RXFP1 agonist -0.2%, D2 potentiator -2, D1 PAM -1, D1 antag 5, TRHR agonist 1.5, RXFP1 antagonist -13 and TRHR enhancer -9.
For CCCC(NC(=O)COc1cc2c(c3oc(=O)cc(C)c13)CCC(C)(C)O2)C(=O)O (stereo not drawn) the results were D1 ag 4, RXFP1 agonist 17%, D2 potentiator 0, D1 PAM -8, D1 antag 9, TRHR agonist 0.4, RXFP1 antagonist 7, TRHR enhancer -2 and Anesthetic bind 4%.
For COc1cccc(NC(=S)N2CCC(c3ccc(C)cc3)C2)c1 (stereo not drawn) the results were D1 ag 1, RXFP1 agonist 3.3%, D2 potentiator 0, D1 PAM 0, D1 antag -15, TRHR agonist -0.1, RXFP1 antagonist 27, TRHR enhancer -3 and Anesthetic bind 0%.
For COc1ccc2c(CC(=O)N[C@@H](Cc3ccccc3)C(=O)O)cc(=O)oc2c1C the results were D1 ag 3, RXFP1 agonist 10%, D2 potentiator -11, D1 PAM 1, D1 antag 4, TRHR agonist 0.2, RXFP1 antagonist 4, TRHR enhancer -1 and Anesthetic bind 10%.
O=C(CCSCCc1ccccn1)Nc1ccc(Cc2ccncc2)cc1 was read as D1 ag 10, RXFP1 agonist -0.7%, D2 potentiator -2, D1 PAM -2, D1 antag 3, TRHR agonist -0.8, RXFP1 antagonist 0, TRHR enhancer -5 and Anesthetic bind -22%.
`CCN(c1ccccc1C)S(=O)(=O)c1cc2c3c(c1)CCN3C(=O)CC2` gave D1 ag 2, RXFP1 agonist 0.7%, D2 potentiator -3, D1 PAM 0, D1 antag 25, TRHR agonist -0.4, RXFP1 antagonist -11 and TRHR enhancer -3.
Screening Cn1c(NN)nc2sc3c(c2c1=O)CCC3 returned D1 ag 0, RXFP1 agonist 1.3%, D2 potentiator 6, D1 PAM 3, D1 antag -4, TRHR agonist 0.0, RXFP1 antagonist -3, TRHR enhancer -6 and Anesthetic bind -19%.
Screening O=S(=O)(c1ccc2c(c1)CCCN2)N1CCCC2CCCCC21 (stereo not drawn) returned D1 ag 3, RXFP1 agonist -1.3%, D2 potentiator -6, D1 PAM 1, D1 antag -6, TRHR agonist 19, RXFP1 antagonist -17, TRHR enhancer -3 and Anesthetic bind 1%.
`OCc1nc2ccccc2n1Cc1ccc(Cl)cc1` gave D1 ag 9, RXFP1 agonist 1.8%, D2 potentiator 1, D1 PAM -9, D1 antag -1, TRHR agonist -0.1, RXFP1 antagonist -9, TRHR enhancer -11 and Anesthetic bind -1%.
Screening O=C(NCCCCC(NC(=O)C1CCCCC1)C(=O)O)c1ccccc1 (stereo not drawn) returned D1 ag 2, RXFP1 agonist 2.0%, D2 potentiator -3, D1 PAM 6, D1 antag 8, TRHR agonist 0.3, RXFP1 antagonist 21, TRHR enhancer 8 and Anesthetic bind -6%.
Screening CCCn1nc(C(=O)Nc2ccc3c(c2)OCCO3)c2ccccc2c1=O returned D1 ag 4, RXFP1 agonist 2.1%, D2 potentiator -5, D1 PAM -4, D1 antag -20, TRHR agonist -0.2, RXFP1 antagonist -6 and TRHR enhancer -5.
Screening CN(CCCOc1ccccc1Br)Cc1ccccc1 returned D1 ag 4, RXFP1 agonist 3.5%, D2 potentiator -22, D1 PAM -19, D1 antag -13, TRHR agonist 1.3, RXFP1 antagonist -18, TRHR enhancer -1 and Anesthetic bind -12%.
`CCOc1ncccc1C(=O)OCc1ccc(Cl)cc1` gave D1 ag 0, RXFP1 agonist 0.3%, D2 potentiator 7, D1 PAM 6, D1 antag 9, TRHR agonist -1.3, RXFP1 antagonist -4, TRHR enhancer 0 and Anesthetic bind -9%.
For COc1cc(/C=N/Nc2ccc([N+](=O)[O-])cc2S(=O)(=O)N2CCOCC2)cc(OC)c1OC the results were D1 ag 1, RXFP1 agonist 2.2%, D2 potentiator 11, D1 PAM -2, D1 antag 11, TRHR agonist -0.9, RXFP1 antagonist -10, TRHR enhancer 3 and Anesthetic bind -13%.

Bioassay records deposited in PubChem by National Center for Advancing Translational Sciences (NCATS).
